Screening results from PubChem BioAssay.
MITF inh – inhibitors of human MITF; AID 1259374; 650,000 compounds, 0.91% hits; O75030; inhibition, % at 2.6 µM; AlphaScreen MITF homodimerization, bead proximity signal; in the data active means inhibition above about 50%;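 further: 0% = vehicle wells with protein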
Target sequence (O75030 whole entry, looked up): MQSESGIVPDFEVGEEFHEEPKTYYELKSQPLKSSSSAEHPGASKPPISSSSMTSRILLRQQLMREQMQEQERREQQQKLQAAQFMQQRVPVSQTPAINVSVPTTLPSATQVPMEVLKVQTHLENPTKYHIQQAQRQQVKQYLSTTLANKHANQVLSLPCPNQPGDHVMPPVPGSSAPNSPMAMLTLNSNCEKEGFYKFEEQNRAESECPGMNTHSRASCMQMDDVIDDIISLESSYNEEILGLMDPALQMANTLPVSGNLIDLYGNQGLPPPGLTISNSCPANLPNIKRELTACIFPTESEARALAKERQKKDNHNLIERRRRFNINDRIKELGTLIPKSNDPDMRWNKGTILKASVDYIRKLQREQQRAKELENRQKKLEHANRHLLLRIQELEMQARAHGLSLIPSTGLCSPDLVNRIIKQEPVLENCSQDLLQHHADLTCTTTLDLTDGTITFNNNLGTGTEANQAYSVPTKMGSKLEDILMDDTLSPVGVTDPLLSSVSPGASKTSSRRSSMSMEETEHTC
GPR151 ag – human GPR151 activation; Q8TDV0; PathHunter beta-arrestin GPR151 cells, luminescence; activation, % at 11.2 µM; 650,000 compounds, 1% hits; in the data active means activation above about 4.9%;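 further: 0% = median of compound wells and 100% = cells with positive control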
Target sequence (Q8TDV0 whole entry, looked up): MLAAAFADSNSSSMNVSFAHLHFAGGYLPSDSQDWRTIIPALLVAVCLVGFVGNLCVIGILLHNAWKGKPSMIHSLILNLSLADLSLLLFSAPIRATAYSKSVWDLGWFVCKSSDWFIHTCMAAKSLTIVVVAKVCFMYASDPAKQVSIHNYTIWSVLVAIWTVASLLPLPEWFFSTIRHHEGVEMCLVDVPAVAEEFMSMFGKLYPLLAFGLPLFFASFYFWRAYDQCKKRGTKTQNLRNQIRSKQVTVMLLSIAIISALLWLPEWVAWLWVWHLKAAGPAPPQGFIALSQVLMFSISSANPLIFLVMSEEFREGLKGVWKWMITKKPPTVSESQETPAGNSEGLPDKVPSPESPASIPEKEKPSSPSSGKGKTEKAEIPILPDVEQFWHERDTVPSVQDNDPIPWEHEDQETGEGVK
FBW7 act – human FBW7 E3 ligase activation, primary screen; Q969H0; 650,000 compounds, 0.13% hits; AID 1259310; AlphaScreen FBW7–phospho-cyclin E peptide binding, activator screen; normalized activity (activation), % at 26.1 µM; in the data active means normalized activity above about 1.9%;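 further: purified mutant Fbw7 with reduced substrate affinity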
TEAD-YAP inh – TEAD-YAP interaction inhibition; inhibition, % at 9.12 µM; 640,000 compounds, 1.4% hits; HEK-TIYL cells, TEAD-Gal4/YAP UAS-luciferase luminescence; in the data active means inhibition above about 32%;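 further: 0% = median of test compound wells and 100% = reference inhibitor wells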
* hit, by the source's call. Rows are unselected; any-hit rate near 3.4%.

structure,MITF inh,GPR151 ag,FBW7 act,TEAD-YAP inh
COc1ccc(Cl)cc1N(CC(=O)Nc1cc(Cl)ccc1C)S(C)(=O)=O,3,0.1,0.2,-1
CCOC(=O)C1CCCN(C(=O)Cn2cc(NC(=O)CCOc3ccccc3)cn2)C1 (configuration not stated),-9,0.8,-0.1,1
COc1cc(/C=C2\C(=O)ON=C2C)ccc1O,60*,-0.7,0.4,-1
COCC(O)CNC(=O)c1cc(COc2c(F)cccc2F)on1 (configuration not stated),2,-0.6,0.1,8
CN1CCCC1=NC(=O)c1ccccc1,-4,1.3,0.0,-4
O=CNC(C(=O)O)C(O)c1ccccc1 (configuration not stated),-14,0.3,-0.3,-4
S=c1[nH]c(-c2ccc(Cl)cc2)cn1-c1ccccc1,9,-0.4,-0.1,-46
CC(C)C(=O)N1CCN(c2ccccc2NC(=O)Cc2ccc(Cl)cc2)CC1,-15,1.9,0.0,0
CCOc1ccc(N2C(=O)Nc3cc(Cl)c(Cl)cc3N2O)c([N+](=O)[O-])c1,5,4.0,-0.1,-3
CCNc1nc(C(=O)Nc2ccc3c(c2)OCO3)cs1,0,-0.8,-0.1,-27
O=C(COC(=O)c1cnc(Cl)c(Cl)c1)Nc1ccc(F)c(F)c1,-5,-2.5,0.1,4
COc1cc(C2C(C#N)=C(N)Oc3n[nH]c(-c4cccs4)c32)ccc1OC(C)=O (configuration not stated),3,0.0,-0.3,2
CCOc1cc(C(=O)Nc2cc3c4c(c2)CC(=O)N4CCC3)cc(OCC)c1OCC,-3,0.8,-0.2,-13
Cc1ccc(S(=O)(=O)c2nc(-c3ccccc3)oc2NCc2ccccc2)cc1,1,1.6,-0.2,3
Cc1c(NC(=O)NCc2noc3ccccc23)cccc1[N+](=O)[O-],16,-1.2,0.1,0
CC(C)(C)C(=O)Nc1ccc(C(=O)NNC(=O)c2ccccc2)cc1,9,0.6,-0.1,11
CN(C)C(=O)CN1C(=O)NC(C)(c2cccc(Br)c2)C1=O (configuration not stated),7,-2.4,0.2,1
COc1ccc(OCCOc2ccc(/C=C3/C(=N)N4C(c5ccccc5)=CSC4=NC3=O)cc2)cc1,-1,-1.9,-0.2,-6
Nc1cc(=O)[nH]c(SCCOc2ccc(Cl)cc2)n1,2,-0.4,0.1,2
COc1cc(NC(=O)Cc2cn(-c3ccc(N4CCCC4CO)nn3)c3ccccc23)cc(OC)c1OC (configuration not stated),12,0.7,0.2,0

structure,MITF inh,GPR151 ag,FBW7 act,TEAD-YAP inh
NC(=O)/C(=C\c1ccc(Cl)cc1)NC(=O)c1ccc(Br)cc1,-6,4.6,-0.1,8
Cn1cccc1CC(=O)N/N=C\c1ccccc1Br,16,-1.5,-0.1,-1
COc1ccccc1-c1nc(-c2cccs2)cc(=O)o1,-5,0.1,0.0,-2
O=C(c1nc2ccc(Cl)cn2c1CN1CCC[C@H]1CO)N1CCCCCCC1,10,-0.9,0.1,-1
CCOC(=O)CC(NCc1cccc(OCc2ccccc2)c1)c1ccc(F)cc1 (configuration not stated),15,-0.2,0.1,-15
C[C@H](Cn1nnc2ccccc21)NC(=O)c1cccnc1,-1,4.4,-0.1,3
CCc1ccc(N(CC(=O)OC)S(C)(=O)=O)cc1,14,0.7,0.6,4
O=C(NCc1ccccc1Cl)c1ccc2c(=O)n(CC3CCCO3)c(=S)[nH]c2c1 (configuration not stated),20,-0.6,0.0,0
c1ccc(-c2ncn(-c3ccc(Nc4nccc(-c5cccc(N6CCOCC6)c5)n4)cc3)n2)cc1,11,2.3,0.0,-9
O=C(N/N=C/c1cccc([N+](=O)[O-])c1)c1ccccc1[N+](=O)[O-],0,4.4,0.0,1
CCOc1ccccc1N(CC(=O)NC)S(=O)(=O)c1ccc(Cl)cc1,4,0.3,-0.1,0
Cc1ccc(Cl)cc1N1CCN(C(=O)CCCn2c(=S)[nH]c3cc4c(cc3c2=O)OCO4)CC1,-1,1.5,0.0,-3
O=C(NCc1cccs1)c1cc(-c2ccccc2)nc2ccccc12,-17,1.0,-0.1,14
Cc1nnc(C)n1/N=C\c1cccc(OCc2ccccc2)c1,17,-3.0,0.2,-20
COc1ccc(-c2[nH]n(-c3ccc([N+](=O)[O-])cc3)c(=O)c2C=NCCO)cc1,10,-0.1,-0.2,14
CCCc1nnc(SCC(=O)Nc2nc3ccccc3s2)n1CCOC,11,-0.7,0.3,1
O=C(Cc1nc2ccccc2n1C(=O)c1ccc([N+](=O)[O-])cc1Cl)N1CCOCC1,10,1.4,0.0,7
c1ccc(Nc2cc(Nc3ccccc3)ncn2)cc1,0,-2.1,0.1,-49
N#CC1=C(N)Oc2n[nH]c(-c3ccc4c(c3)OCO4)c2C1c1ccc(O)cc1 (configuration not stated),2,2.2,0.0,1
N#CC1=C(SCC(=O)OCc2ccccc2)NC(=O)CC1c1ccc([N+](=O)[O-])cc1 (configuration not stated),6,-2.6,0.2,1

5 compounds from above, showing only GPR151 ag:
Compound	GPR151 ag
Cn1cccc1CC(=O)N/N=C\c1ccccc1Br	-1.5
CCOC(=O)CC(NCc1cccc(OCc2ccccc2)c1)c1ccc(F)cc1 (configuration not stated)	-0.2
CCOC(=O)C1CCCN(C(=O)Cn2cc(NC(=O)CCOc3ccccc3)cn2)C1 (configuration not stated)	0.8
O=C(Cc1nc2ccccc2n1C(=O)c1ccc([N+](=O)[O-])cc1Cl)N1CCOCC1	1.4
CCCc1nnc(SCC(=O)Nc2nc3ccccc3s2)n1CCOC	-0.7

Next section.
structure,MITF inh,GPR151 ag,FBW7 act,TEAD-YAP inh
CCOc1cc(C2C(C#N)=C(N)OC3=C2C(=O)CC(C)(C)C3)ccc1OC(=O)N1CCOCC1 (configuration not stated),7,-1.2,0.0,7
CC1CCCC(C)N1C(=O)COC(=O)COc1ccccc1[N+](=O)[O-] (configuration not stated),-2,0.4,0.0,-4
O=C(Nc1ccc(Oc2ccccc2)cc1)c1ccc([N+](=O)[O-])cc1,3,1.2,-0.5,-11
CCCC(C)NS(=O)(=O)c1c(C)cc(C)cc1C (configuration not stated),3,7.7*,0.3,-5
CC1(C(=O)NC2CCCCCCC2)CCC(=O)N1C1CC1 (configuration not stated),9,0.5,-0.1,-6
O=S(=O)(Nc1ccc(C(F)(F)F)cc1)c1cnc[nH]1,11,-1.1,0.0,-3
CC(C)(C)NC(=O)c1ccccc1[N+](=O)[O-],-11,1.6,-0.6,0
O=C(Nc1ccc(NC(=O)c2ccccn2)cn1)c1ccccc1,-2,-2.5,-0.1,-42
COc1ccc(CNC(=O)CSc2nnc(-c3ccccc3)n2C)cc1,7,0.7,0.2,-4
COc1ccc(C)cc1NC(=O)NCCc1ccc(F)cc1,-2,0.0,-0.1,0
CCOc1ccc(/C(O)=C2/C(=O)C(=O)N(Cc3cccnc3)C2c2ccc(Br)cc2)c(C)c1 (configuration not stated),1,-0.9,0.0,-1
COc1ccc(-n2nc3c(c2NC(=O)c2ccco2)CS(=O)C3)cc1 (configuration not stated),3,-0.3,-0.1,2
O=C1C(N2CCCCC2)=C(N2CCCCC2)C(=O)c2ccccc21,-7,-3.0,-0.6,-2
Cc1cccc(C)c1OCC(=O)Nc1ccc([N+](=O)[O-])cc1O,5,0.4,-0.1,1
O=C(Oc1ccccc1)c1ccc(NC(=O)c2ccccc2Cl)cc1,-4,-1.2,0.0,-3
CC(=O)c1sc(N2CCCc3ccccc32)nc1C,16,-0.8,0.2,0
COc1ccc(C(CC(=O)Nc2ccc(C)cc2)NC(=O)C(F)(F)F)cc1 (configuration not stated),9,-0.2,0.2,-3
Cc1ccc2ccc(S(=O)(=O)n3nc(C)cc3C)cc2c1,-4,0.5,0.1,-2
CC(C)[C@@H]1NC(=O)[C@H]2CN(C(=O)c3ccccc3Cl)CCN2C1=O,-3,1.8,-0.1,-2
Cc1ccc(NC(=O)CSc2ccccc2C(=O)NCCCN2CCCC2=O)cc1,2,4.4,0.0,-5

Full records as entered above. Values in the order: MITF inh	GPR151 ag	FBW7 act	TEAD-YAP inh
COc1cc(C2C(C#N)=C(N)Oc3n[nH]c(-c4cccs4)c32)ccc1OC(C)=O (configuration not stated) as listed: 3	0.0	-0.3	2
CN1CCCC1=NC(=O)c1ccccc1 as listed: -4	1.3	0.0	-4

Another view of part of the listing above.
CC1(C(=O)NC2CCCCCCC2)CCC(=O)N1C1CC1 (configuration not stated)
  MITF inh: 9 | GPR151 ag: 0.5 | FBW7 act: -0.1 | TEAD-YAP inh: -6
O=S(=O)(Nc1ccc(C(F)(F)F)cc1)c1cnc[nH]1
  MITF inh: 11 | GPR151 ag: -1.1 | FBW7 act: 0.0 | TEAD-YAP inh: -3
CC(C)(C)NC(=O)c1ccccc1[N+](=O)[O-]
  MITF inh: -11 | GPR151 ag: 1.6 | FBW7 act: -0.6 | TEAD-YAP inh: 0
O=C(Nc1ccc(NC(=O)c2ccccn2)cn1)c1ccccc1
  MITF inh: -2 | GPR151 ag: -2.5 | FBW7 act: -0.1 | TEAD-YAP inh: -42

Later entries
structure,MITF inh,GPR151 ag,FBW7 act,TEAD-YAP inh
Cn1c2nc3ccccc3c-2nc2ccccc21,-9,-0.8,-0.1,-40
O=C(Cn1c(-c2ccccn2)nc2ccccc21)N/N=C/c1ccc(C(=O)O)cc1,9,-0.1,0.0,-2
O=C1N=C2N(CCN3CCCCC3)c3ccccc3N2/C1=C\c1ccc([N+](=O)[O-])s1,4,-0.5,0.0,8
Cc1occc1C(=O)N/N=C/c1ccccc1C(F)(F)F,-2,-2.9,-0.1,-67
Cc1ccc(C)c(CS(=O)(=O)CC2Nc3ccc(C(=O)N(C)Cc4ccccc4)cc3NC2=O)c1 (configuration not stated),10,1.8,0.0,12
COCCN(CCOC)C(=O)c1c[nH]c2ccc(S(=O)(=O)N(C)c3ccc(Br)cc3)cc2c1=O,-4,1.1,-0.1,6
CCN1CCN(C(c2ccccc2Cl)c2nnnn2Cc2ccco2)CC1 (configuration not stated),-8,1.1,0.1,-3
Cc1ccc(S(=O)(=O)N2CCSC2c2ccccc2Cl)cc1[N+](=O)[O-] (configuration not stated),2,-0.6,-0.1,0
COc1ccc(Cn2c(O)c(C=NCc3ccc4c(c3)OCO4)c3ccccc3c2=O)cc1,6,-0.7,-0.1,9
O=C(NC(=O)N1CCN(c2cccc(Cl)c2)CC1)c1ccccc1,6,0.6,0.1,11
O=C(/C=C/NNC(=O)c1cccc([N+](=O)[O-])c1)c1ccc(Br)cc1,1,1.5,-0.2,1
CCN(C(=O)CN1c2ccccc2CC1C)c1c(N)n(Cc2ccccc2)c(=O)[nH]c1=O (configuration not stated),-15,-1.0,0.0,-6
COc1ccc(N2C(=O)c3ccccc3NC2c2ccc3c(c2)OCO3)cc1 (configuration not stated),0,0.0,0.2,-41
COCCNC(=O)C(C)OC(=O)CC1Sc2ccccc2NC1=O (configuration not stated),-6,-0.3,-0.1,0
O=C(O)c1c2c(nc3ccccc13)CCN(S(=O)(=O)c1ccccc1)C2,-4,3.1,-0.1,5
C#CCn1c(=NC(=O)c2cc(OC)c(OC)c(OC)c2)sc2cc(F)ccc21,8,0.3,0.0,-4
CCOc1ccccc1CN1CCOc2ccc(C(O)c3cccnc3)cc2C1 (configuration not stated),-13,-0.2,-0.2,5
O=C1c2ccccc2C(=O)C1c1ccc2cc(Cl)ccc2n1,-6,-0.8,-0.1,-47
Cc1cnc(Nc2ccncc2)nc1NCc1ccccc1,21,0.7,0.0,40*
O=C(CSc1nc2ccccc2[nH]1)Nc1ccccc1I,9,0.6,0.8,-15

structure,MITF inh,GPR151 ag,FBW7 act,TEAD-YAP inh
COC(=O)CN(c1ccc(C)cc1)S(=O)(=O)c1ccc2c(c1)n(C)c(=O)c(=O)n2C,6,0.2,0.0,-3
CC(C)(C)NC(=O)CN(Cc1ccc(F)cc1)C(=O)CCC(=O)Nc1nccs1,-1,-0.2,0.5,-5
O=C(CN1CCN(S(=O)(=O)c2ccc(Cl)cc2)CC1)Nc1ccc2c(c1)OCO2,3,0.5,-0.1,8
CCOC(=O)c1c(NC(=O)C2CCCCC2)sc(C(N)=O)c1C,-8,-0.3,0.0,5
O=C(CSc1nc2ccccc2o1)Nc1cccc2ccccc12,-1,-1.0,0.0,-15
COc1ccccc1/C=C/C1=NC(=C\c2ccccc2)/C(=O)O1,14,0.7,0.2,7
CCC1CCCCN1CCCNC(=O)c1nn(-c2ccccc2OC)c(=O)c2ccccc12 (configuration not stated),-2,0.0,0.1,5
COc1ccc(CNC(=O)CCC2(Cc3ccc(Cl)cc3)CCC(=O)N2)cc1 (configuration not stated),0,-0.3,0.0,3
CC1=C(C(=O)Nc2cc(C)ccn2)C(c2ccc(Br)cc2)C2=C(CC(C)(C)CC2=O)N1 (configuration not stated),-8,-2.0,0.1,3
Cc1ccc(C(C(=O)NC(C)(C)C)N(C(=O)c2csnn2)c2cccc(F)c2)o1 (configuration not stated),13,0.9,-0.1,-2
CCC(=O)N1c2ccccc2NC2=C(C(=O)CC(C)(C)C2)C1c1c[nH]c2ccccc12 (configuration not stated),20,1.4,0.1,8
O=C1N=C(N2CCCC2)S/C1=C\c1ccccc1,7,0.0,0.1,-9
CC(C)(C)C1CCc2c(sc3ncn(CC(=O)NCc4ccco4)c(=O)c23)C1 (configuration not stated),7,-0.6,0.3,2
N#Cc1cc2cc3c(cc2nc1NCCCNC(=O)c1ccco1)OCO3,2,-0.6,0.1,3
CCN1CCN(c2ccc(C(=O)O)cc2[N+](=O)[O-])CC1,7,0.1,0.8,-2
